PREPL inh: PREPL enzyme inhibitors, primary screen, biochemical, fluorescence polarization; recombinant PREPL, fluorescence polarization activity-based probe; inhibition, % at 5.96 µM; actives 0.68% (n = 320,000); AID 2751, 2010; in the data active means inhibition above about 43%;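 further: 0% = enzyme with DMSO and 100% = wells lacking enzyme; many of its hits are not listed in these tables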
EBNA-1 inh: EBNA-1 DNA-binding inhibitors, primary screen, biochemical, fluorescence polarization. inhibition, % at 14.8 µM. actives 0.34% (n = 300,000). AID 1950, 2009; in the data active means inhibition above about 28%
core dimer inh: inhibitors of HCV core protein dimerization, primary screen, biochemical, TR-FRET, high-throughput; inhibition, % at 5 µM; actives 0.33% (n = 300,000); TR-FRET GST/Flag-core106 dimerization, 1536-well;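 active means inhibition above the mean of all tested compounds plus 3 SD, set per screening campaign, cut at about 45% in these data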
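Assay system: Tagged HCV core106 pair (GST and Flag) | Buffer or medium: KF-containing HEPES buffer, pH 7.45, DTT, CHAPS, BSA | Also added: Eu donor and XL665 acceptor anti-tag antibodies | Dosing: One concentration, 5 µM, in 0.5% DMSO | Timing: 4 h at 22.5 °C | Technique: TR-FRET 671 and 617 nm emission | Repeats: Singlicate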
PP1 inh: PP1-alpha phosphatase inhibitors, primary screen, counter-screen for PP5 inhibitor project, biochemical, fluorescence, OMFP substrate, single point. Serine/threonine-protein phosphatase PP1-alpha catalytic subunit (Homo sapiens), P62136. purified PP1alpha. inhibition, % at 6.7 µM. actives 0.9% (n = 320,000);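 active means inhibition above the mean inhibition of all tested compounds plus 3 SD, computed separately for each screening campaign, cut at about 15% in these data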
Target sequence (P62136 whole entry, looked up): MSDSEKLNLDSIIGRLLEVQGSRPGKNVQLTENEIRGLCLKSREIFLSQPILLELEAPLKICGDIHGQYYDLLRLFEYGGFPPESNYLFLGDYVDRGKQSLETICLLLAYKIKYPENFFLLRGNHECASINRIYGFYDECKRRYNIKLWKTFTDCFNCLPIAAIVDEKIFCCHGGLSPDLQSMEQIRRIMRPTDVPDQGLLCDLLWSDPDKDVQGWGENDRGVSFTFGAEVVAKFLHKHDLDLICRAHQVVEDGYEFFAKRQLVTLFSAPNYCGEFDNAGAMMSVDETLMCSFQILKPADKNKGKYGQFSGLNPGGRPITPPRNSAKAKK
ZTA counter: blocks Epstein-Barr virus ZTA, an EBNA-1 counter-screen; P03206; ZTA-DNA binding, fluorescence polarization; inhibition, % at 11 µM; actives 0.15% (n = 320,000); in the data active means inhibition above about 33%
Target sequence (P03206 whole entry, looked up): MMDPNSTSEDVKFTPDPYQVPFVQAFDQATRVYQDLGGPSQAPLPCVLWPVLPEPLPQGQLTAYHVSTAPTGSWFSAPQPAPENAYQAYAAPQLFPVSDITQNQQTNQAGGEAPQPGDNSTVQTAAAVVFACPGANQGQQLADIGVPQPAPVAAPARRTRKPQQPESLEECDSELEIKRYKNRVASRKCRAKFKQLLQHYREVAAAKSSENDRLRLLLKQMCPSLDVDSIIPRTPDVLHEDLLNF
Efflux pump inh: inhibitors of Candida efflux pumps in yeast, primary screen, S. cerevisiae, Nile Red, multiplex. S. cerevisiae Candida pump triplex. inhibition, % at 10 µM. actives 0.44% (n = 330,000);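 active means plate passing quality check with inhibition over a set limit, or well fluorescence over plate mean plus 4 SD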;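 further: Nile Red retained in pooled yeast measured as flow cytometry median fluorescence; 0% = buffer negative control and 100% = Enniatin B positive control; higher means more Nile Red kept so more efflux inhibition; some compounds called inactive have numbers as strong as hits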
TPT1 inh: Candida albicans TPT1 enzyme inhibitors, primary screen, biochemical, fluorescence polarization; actives 0.81% (n = 300,000); tRNA 2'-phosphotransferase TPT1 (Candida albicans SC5314); AID 1962, 2009; inhibition, % at 5 µM; recombinant caTPT1, FP RNA substrate dephosphorylation;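 active means inhibition above the mean of all tested compounds plus 3 SD, set per screening campaign, cut at about 24% in these data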;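 further: plate controls were DMSO alone for no effect and ferristatin control at 100 nM for full effect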
PP5 primary: PP5 phosphatase inhibitors, primary screen, biochemical, fluorescence | Serine/threonine-protein phosphatase 5 (Homo sapiens), P53041 | purified PP5c, OMFP substrate fluorescence | inhibition, % at 6.7 µM | actives 0.18% (n = 320,000) | AID 1987, 2009;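 active means inhibition above the campaign's mean inhibition across all tested compounds plus 3 SD, cut at about 9.5% in these data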;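 further: 0% = DMSO only and 100% = 100 µM cantharidin control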
Fh CTSL1 inh: Fasciola hepatica cathepsin L1 inhibitors, primary screen, counter-screen for PFM18AAP inhibitor project, biochemical, QFRET, fluorogenic peptide substrate. actives 0.49% (n = 300,000). recombinant F. hepatica cathepsin L1, Z-Leu-Arg-MCA fluorescence. inhibition, % at 5.96 µM;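 active means inhibition above the mean of all tested compounds plus 3 SD, set per screening campaign, cut at about 17% in these data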;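 further: 0% = plate median of test compound wells and 100% = 1 µM Z-Phe-Ala-diazomethylketone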
* marks the source's active call; other numbers are inactive results; / = no result given. Some of the compounds tested; count on the stated rates, not on these rows.

SMILES	PREPL inh	EBNA-1 inh	core dimer inh	PP1 inh	ZTA counter	Efflux pump inh	TPT1 inh	PP5 primary	Fh CTSL1 inh
O=C(CCN1CCOCC1)NCC1COc2ccccc2O1 (centres undefined)	6	16	7	-3	9	-0.1	-6	2.3	0
C/C(=N\NS(=O)(=O)c1ccccc1)c1cccc(NC(=O)c2cccc(Cl)c2)c1	-4	4	1	3	5	-12	-1	-0.6	3
O=C(NCCOc1ccccc1)C(c1ccccc1)c1ccccc1	-8	14	6	5	9	-0.2	-4	1.4	5
Cn1c(=N)n(CC(=O)O)c2ccccc21	0	3	1	2	17	-0.1	-5	0.6	-5
S=C(Nc1ccc(Oc2ccc(NC(=S)NC3CCCCC3)cc2)cc1)NC1CCCCC1	-2	11	37	10	10	0.9	0	1.0	1
CC(C)(C)NC(=O)NCc1cccnc1	7	-13	1	-3	-2	0.1	2	3.5	5
O=C(COC(=O)c1ccccc1N1C(=O)C2C3CCC(C3)C2C1=O)c1ccccc1 (centres undefined)	8	5	11	0	3	-0.1	-3	1.2	0
COCCNC(=O)CN1C(=O)NC2(CCOc3ccccc32)C1=O (centres undefined)	20	-5	0	5	-7	-0.3	0	-11	11
Cc1ccc(C)c(C(=O)CCC(=O)O)c1	13	1	-8	1	-6	-0.3	1	0.9	-5
O=S(=O)(O)c1nc2ccccc2n1Cc1cccc2ccccc12	-25	4	3	-2	11	-0.1	1	-0.2	4
CCC(C)(C)C1CCC2(CC1)NC(=O)N(CC(=O)NCCc1ccc(OC)c(OC)c1)C2=O (centres undefined)	7	/	/	-2	6	0.2	/	0.8	/
O=C(O)c1ccc(-c2noc(-c3cccc(C(F)(F)F)c3)n2)cc1	0	-1	1	4	-9	-0.1	-1	3.5	3
CC(OC(=O)CCCSc1nc2ccccc2s1)C(=O)NC(N)=O (centres undefined)	-10	1	-1	-4	-19	0.1	4	0.0	-22
COc1ccccc1N(CCC#N)C(=O)CSc1nnc2ccccn12	0	/	/	-7	-3	-0.1	/	1.7	/
Cn1cccc1CC(=O)N/N=C\c1c2ccccc2cc2ccccc12	17	-9	25	16*	9	0.1	-7	0.2	-2
CCN(CC)Cc1c(O)ccc2cc(-c3nc4ccccc4n3C)c(=O)oc12	11	-11	-11	-3	-8	0.1	-2	1.1	0
CC(C)(C)Nc1nc2ccc([N+](=O)[O-])cc2o1	3	3	-7	-3	-1	0.0	4	3.0	0
CC(C)(C)S(=O)(=O)c1cnc(-c2ccccn2)nc1N	-1	7	0	-2	1	0.1	-2	-1.1	-1
Cc1cccc(N(C(=O)Cn2nnc(-c3ccc(C)o3)n2)C(C(=O)NC2CCCC2)c2ccncc2)c1 (centres undefined)	1	-19	2	-2	12	1.1	-1	2.0	0
O=C(NCc1ccccc1)OCCN1CCN(Cc2ccccc2)CCC1=O	6	1	1	1	-1	0.1	1	1.3	-2
C#CCOCCOCCOCCNc1nc(N2CCN(C(=O)[C@H](Cc3ccc(O)cc3)n3cc([C@@H](N)C(C)CC)nn3)CC2)nc(N2CCN(C(=O)[C@H](Cc3cc4ccccc4[nH]3)n3cc([C@@H](N)Cc4ccc(O)cc4)nn3)CC2)n1 (some centres undefined)	53*	12	-50	22*	9	0.2	1	4.2	-4
COc1ccccc1NC(=O)N(Cc1ccccc1)c1ccccn1	-1	-11	10	3	-23	0.0	-4	4.1	8
CCOC(=O)c1nc(C)nc(Sc2n[nH]c(-c3cc(C(F)(F)F)cc(C(F)(F)F)c3)n2)c1C	2	-5	3	0	0	0.0	1	3.2	-1
COc1ccc(NC(=O)CNC(=O)C2CCCCC2)cc1	9	4	1	-6	-14	0.3	2	0.8	-1
O=C1CCCC(O)=C1N=Nc1c(Cl)cc(C(F)(F)F)cc1Cl	29	6	3	-2	8	0.1	-5	-0.7	0

Part of the list above in a different format:
Fields: PREPL inh	EBNA-1 inh	core dimer inh	PP1 inh	ZTA counter	Efflux pump inh	TPT1 inh	PP5 primary	Fh CTSL1 inh
O=C(NCc1ccccc1)OCCN1CCN(Cc2ccccc2)CCC1=O
    6	1	1	1	-1	0.1	1	1.3	-2
C/C(=N\NS(=O)(=O)c1ccccc1)c1cccc(NC(=O)c2cccc(Cl)c2)c1
    -4	4	1	3	5	-12	-1	-0.6	3
Cc1ccc(C)c(C(=O)CCC(=O)O)c1
    13	1	-8	1	-6	-0.3	1	0.9	-5

Additional entries
SMILES	PREPL inh	EBNA-1 inh	core dimer inh	PP1 inh	ZTA counter	Efflux pump inh	TPT1 inh	PP5 primary	Fh CTSL1 inh
Cc1ccccc1OCc1nnc(SCC(=O)Nc2ccc(N3CCOCC3)cc2)n1C	31	-7	-6	-2	-6	0.0	-2	2.5	4
N#Cc1ccccc1/C=N/Nc1nc(-c2ccccc2)c2cc(Br)ccc2n1	33	9	14	-3	7	-0.1	2	-1.8	-1
CCOC(=O)c1c(C)[nH]c(C(=O)COC(=O)c2ccc(F)c(S(=O)(=O)N3CCOCC3)c2)c1C	3	0	10	-2	-11	0.0	-5	-0.5	-6
O=C(NCc1ccco1)c1ccc(S(=O)(=O)N2CCCc3ccccc32)cc1	18	-11	3	2	-17	0.0	0	3.3	1
COc1cc(C(=O)CCN2CCC(c3ccccc3)C2)cc(OC)c1OC (centres undefined)	-2	4	-6	-1	-8	-0.1	2	1.5	-2
O=C(/C=C/c1ccco1)NC(=S)Nc1ccccc1Br	-12	1	1	2	-11	0.4	4	1.6	0
COCCNC(=O)c1ccccc1NC(=O)c1ccccc1SC	-13	12	-1	2	9	0.0	1	-3.1	1
O=C(Nc1cccnc1Cl)c1cc2ccccc2o1	-12	0	-4	-4	-3	-0.1	1	2.0	2
Cc1ccc(C)c(CSc2nnc(-c3cccs3)n2Cc2ccco2)c1	6	-3	3	7	10	0.0	3	0.2	0
N#Cc1cn(-c2cccc(C(F)(F)F)c2)c(=O)[nH]c1=O	-2	-14	-14	2	-6	-0.1	1	2.2	6
N#Cc1cn(N2CCCCC2)c(=O)[nH]c1=O	2	7	1	-1	5	-0.1	1	-1.0	-1
CC1CCCN(C(=O)C2CCN(CCCc3ccccc3)CC2)C1 (centres undefined)	33	7	-1	3	-6	0.0	2	-0.8	2
Cc1[nH]n(-c2ccccc2)c(=O)c1/C=N/N(c1ccccc1)c1ccccc1	0	10	-4	3	-4	-0.1	-2	2.0	3
Cc1c(NC(=O)Nc2ccc3c(c2)OCO3)cccc1[N+](=O)[O-]	5	7	4	-1	3	0.0	3	-0.9	12
CCn1c(=O)c([N+](=O)[O-])c(N2CCOCC2)c2ccccc21	-5	4	-5	-5	9	0.1	2	-4.3	3
COC(=O)C(C)Sc1nnc(Cc2cc(=O)[nH]c(=O)[nH]2)n1-c1ccc(OC)cc1 (centres undefined)	-1	0	5	-8	-3	0.0	-4	-0.7	-5
C=CCN1C(=O)C(O)(CC(=O)c2ccc(-n3cccc3)cc2)c2ccccc21 (centres undefined)	2	0	15	14	-13	0.1	-2	5.9	0
Cc1ccsc1/C=N/NC(=O)C1CC(=O)N(c2ccc(F)cc2)C1 (centres undefined)	15	-5	-4	-1	-1	0.1	-4	0.5	-3
NC(=O)c1ccsc1NC(=O)COC(=O)COc1ccccc1F	19	10	-4	-6	10	-0.1	0	-1.3	-20
C=CCn1cc(C(=O)NCCCOC)c(=O)c2cc(S(=O)(=O)N3CCC(C)CC3)ccc21	2	4	5	6	-8	0.0	-4	-0.4	6
Cc1ccc(C)c(S(=O)(=O)N/N=C/c2ccc(F)cc2)c1	-1	-5	-1	-2	-20	-0.1	-1	-2.1	2
Cc1ccccc1NC(=S)c1nc2ccccc2[nH]1	4	-4	-7	-1	5	0.7	0	0.5	-2
CCCCN(C)CCn1c(=S)[nH]c2cc(OCC)c(OCC)cc2c1=O	13	2	1	0	3	-0.3	-3	-0.2	-2
COC(=O)c1cccc(N2C(=O)c3ccccc3S2(=O)=O)c1	-4	4	-1	2	-6	0.0	-2	0.8	-2
O=C(C1COc2ccccc2O1)N1CCCCC1 (centres undefined)	-1	/	/	-4	2	0.1	/	-2.2	/

Sorted by formula weight (low to high): part of the list above.
SMILES	PREPL inh	EBNA-1 inh	core dimer inh	PP1 inh	ZTA counter	Efflux pump inh	TPT1 inh	PP5 primary	Fh CTSL1 inh
O=C(C1COc2ccccc2O1)N1CCCCC1 (centres undefined)	-1	/	/	-4	2	0.1	/	-2.2	/
Cc1ccccc1NC(=S)c1nc2ccccc2[nH]1	4	-4	-7	-1	5	0.7	0	0.5	-2
CCn1c(=O)c([N+](=O)[O-])c(N2CCOCC2)c2ccccc21	-5	4	-5	-5	9	0.1	2	-4.3	3
CCCCN(C)CCn1c(=S)[nH]c2cc(OCC)c(OCC)cc2c1=O	13	2	1	0	3	-0.3	-3	-0.2	-2
O=C(NCc1ccco1)c1ccc(S(=O)(=O)N2CCCc3ccccc32)cc1	18	-11	3	2	-17	0.0	0	3.3	1
N#Cc1ccccc1/C=N/Nc1nc(-c2ccccc2)c2cc(Br)ccc2n1	33	9	14	-3	7	-0.1	2	-1.8	-1
Cc1ccccc1OCc1nnc(SCC(=O)Nc2ccc(N3CCOCC3)cc2)n1C	31	-7	-6	-2	-6	0.0	-2	2.5	4

The listing continues.
SMILES	PREPL inh	EBNA-1 inh	core dimer inh	PP1 inh	ZTA counter	Efflux pump inh	TPT1 inh	PP5 primary	Fh CTSL1 inh
CNC(=O)CCCc1nc(-c2ccccc2Cl)no1	-16	-1	3	-3	-9	0.1	3	2.6	1
CC[C@@]1(c2ccccc2C)C(=O)N(C(=O)OC)N1C(=O)OC	10	-4	-7	0	-9	-0.1	0	2.0	0
O=C(C1CCCCC1)N1CCCC(c2nc3c(nnn3Cc3ccccc3)c(=O)[nH]2)C1 (centres undefined)	15	-12	8	2	-11	0.1	1	2.2	-1
c1ccc(OCc2nn3c(C4CCCCC4)nnc3s2)cc1	28	-18	14	-2	-7	0.1	-1	3.4	-5
CCOC(=O)C(NC(C)=O)(Nc1ccc(S(=O)(=O)Nc2ccncn2)cc1)C(F)(F)F (centres undefined)	8	10	-4	1	-9	-0.1	-2	0.2	0
CCOC(=O)c1c(NC(=O)CCS(=O)(=O)c2ccccc2)sc2c1CCN(C)C2	2	8	4	6	-2	-0.4	35*	4.5	-20
N=c1c(S(=O)(=O)c2ccc(Cl)cc2)cc2c(=O)n3ccccc3nc2n1CCc1ccccc1	0	-8	5	-21	-12	0.1	6	2.4	6
O=C(Nc1cccc(O)c1)c1ccc([N+](=O)[O-])cc1Cl	11	-1	-12	5	-8	-0.1	1	-3.5	2

Screens from PubChem BioAssay.
